Screening data as filed in PubChem BioAssay.
BCR signal inh = blocks chronic active B-cell receptor signaling. ABC-DLBCL IkBa-CBG/CBR reporter, luminescence ratio, 4 h. Potency, µM (highest dose often 46.1 µM), inactives show at the top dose ratio change, negative = lower green/red ratio, most hits filed as inhibitors. hit rate 0.05% among 340,000. AID 493014; active means well fitted inhibition curve with a large enough effect in the signal ratio, with a control signal flat, not every such curve was filed as active; inconclusive means small, poorly fitted or top-dose-only effect, or effect the other way, or a change in a side signal; the % refers to the signal ratio;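 further: potency means the concentration at half of the fitted maximal effect; plate controls were basal doxycycline-induced cells for no effect and cells given 10 µM MG132 for full effect; MG132 reads +100%, hits lower the ratio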
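TMD8 ABC-DLBCL cells carrying doxycycline-inducible green luciferase fused to IkappaBalpha plus unfused red luciferase were exposed to compounds (up to 46 uM) for 4 hrs at 37C. Activity came from the overlap-corrected green/red luminescence ratio.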
Integrin act MD = activators of alpha7 integrin expression for muscular dystrophy; Potency, µM (titrated, usually from 38.3 µM), for inactives: at the highest dose activation, hits mostly activators; alpha7betagal myoblasts, beta-gal FDG fluorescence, 48 h; hit rate 0.064% among 350,000;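 further: potency means the concentration at half of the fitted maximal effect; 100% = response of the positive control SU9516; nearly all actives have a fitted effect of over 60% in size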
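Alpha7betagal+/- myoblasts (passage 13) were plated 16-24 hr, then exposed to compounds (1:260 dilution of DMSO stock) for 48 hours at 37C. After MPER lysis, β-galactosidase reporter activity was read as FDG fluorescence (ex 480/em 540) after 30 minutes.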
ELG1 DNA repair = ELG1-dependent DNA repair inhibition; AID 504467; HEK293T ELG1-luciferase reporter, luminescence, 16 h; DNA damage induced by 5-fluorouridine; hit rate 2.3% among 330,000; Potency, µM (series often up to 46.1 µM), inactives show at the highest dose activity change, negative = inhibition, usual class: inhibitors; further: potency means the concentration at half of the fitted maximal effect; on the % scale 0 is the no-effect control and ±100 the full control effect; nearly all actives have a fitted effect of over 55% in size
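DMSO vehicle served as the neutral condition. Each well held 2,000 cells given 5-fluorouridine plus compound; after 16 hr at 37 °C/5% CO2, ONE-Glo was added and luciferase measured 30 min later.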
Tb PFK block = T. brucei PFK enzyme inhibition. O15648. T. brucei PFK, ADP-Glo luminescence. Potency, µM (series often up to 57.5 µM), for inactives: at the highest dose activity, negative = inhibition, hits mostly inhibitors. hit rate 0.17% among 330,000;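 further: potency means the concentration at half of the fitted maximal effect; 0% = uninhibited 1x PFK enzyme wells and -100% = no-enzyme wells; nearly all actives have a fitted effect of over 60% in size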
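Compounds were pin-transferred as a titration series up to 57 uM into substrate buffer (0.5 mM F6P, 0.1 mM ATP, pH 8.0), then 1.25 nM PFK was added and reactions ran 45 min before ADP-Glo detection.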
A-T KAP1 phos = potential ataxia-telangiectasia treatments restoring KAP-1 phosphorylation; Potency, µM (series often up to 57.5 µM), without a hit: at the highest dose activation, usual class: activators; hit rate 0.19% among 320,000; […] A-T fibroblasts, KAP-1 phosphorylation AlphaLISA; neocarzinostatin DNA damage 30 min before lysis; AID 485349; further: potency means the concentration at half of the fitted maximal effect; % of control where 0% means no effect; nearly all actives have a fitted effect of over 45% in size
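ATM-like activity read as KAP-1 phosphorylation via AlphaLISA donor/acceptor antibody pairs after lysis and 6 hr at 25C. Cells were ATM-null patient fibroblasts ([…], hTERT), dosed 60 min, then exposed to the DSB inducer NCS for 30 min.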
TCR activator = activators of T cell receptors. primary human leukocytes, anti-CD3, IL-2 HTRF, 48 h. Potency, µM (series often up to 9.22 µM), without a hit: top-dose activation of IL-2 secretion, usual class: activators. 330,000 tested, under 10 active. AID 504894; further: % of control where 0% means no effect
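IL-2 release read by HTRF sandwich (Eu cryptate donor, d2 acceptor, 665 nm emission) after 48 hr exposure of primary human leukocytes to compound together with anti-CD3 beads in the absence of co-stimulatory signals.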
PTAP TSG101 blk = blocks PTAP/TSG101 interaction to inhibit HIV-1 budding; Q99816; Fluorescence polarization, FITC-PTAP peptide / Tsg101 binding; Potency, µM (series often up to 115 µM), for the others: at the highest dose activity change, negative = inhibition, usual class: inhibitors; 340,000 tested, under 10 active; active means well fitted inhibition curve with a large enough effect in the main read-out, with a control signal flat, not every such curve was filed as active; inconclusive means small, poorly fitted or top-dose-only effect, or effect the other way, or a change in a side signal; inactive means no such curve, though single readings can be large or run the other way; further: potency means the concentration at half of the fitted maximal effect; % of control where 0% means no effect
Target sequence (Q99816 whole entry, looked up): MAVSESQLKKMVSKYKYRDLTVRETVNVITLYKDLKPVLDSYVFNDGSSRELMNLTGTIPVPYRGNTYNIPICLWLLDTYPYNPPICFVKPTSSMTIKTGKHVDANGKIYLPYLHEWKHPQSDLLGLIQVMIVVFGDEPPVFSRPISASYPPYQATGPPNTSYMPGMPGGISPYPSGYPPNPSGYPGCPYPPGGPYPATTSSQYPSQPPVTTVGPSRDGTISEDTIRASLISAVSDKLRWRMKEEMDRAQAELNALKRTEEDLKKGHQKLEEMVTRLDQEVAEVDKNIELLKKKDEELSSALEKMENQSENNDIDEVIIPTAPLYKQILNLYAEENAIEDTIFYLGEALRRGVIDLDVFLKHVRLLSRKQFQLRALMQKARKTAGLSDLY
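Compounds were pin-transferred onto Tsg101 binding domain (10 uM final) in HEPES pH 7.5 buffer, then FITC-PTAP peptide was added at 50 nM final. After 20 min at RT, polarization reported peptide displacement across a qHTS concentration series.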
ASM inhibitor = inhibitors of human secretory acid sphingomyelinase | placental ASM, HMU-PC fluorogenic substrate, 60 min | P17405 | hit rate 0.006% among 340,000 | Potency, µM (titrated, usually from 57.5 µM), without a hit: top-dose activity change, negative = inhibition, hits mostly inhibitors; further: potency means the concentration at half of the fitted maximal effect
Target sequence (P17405 47-631 limits assumed): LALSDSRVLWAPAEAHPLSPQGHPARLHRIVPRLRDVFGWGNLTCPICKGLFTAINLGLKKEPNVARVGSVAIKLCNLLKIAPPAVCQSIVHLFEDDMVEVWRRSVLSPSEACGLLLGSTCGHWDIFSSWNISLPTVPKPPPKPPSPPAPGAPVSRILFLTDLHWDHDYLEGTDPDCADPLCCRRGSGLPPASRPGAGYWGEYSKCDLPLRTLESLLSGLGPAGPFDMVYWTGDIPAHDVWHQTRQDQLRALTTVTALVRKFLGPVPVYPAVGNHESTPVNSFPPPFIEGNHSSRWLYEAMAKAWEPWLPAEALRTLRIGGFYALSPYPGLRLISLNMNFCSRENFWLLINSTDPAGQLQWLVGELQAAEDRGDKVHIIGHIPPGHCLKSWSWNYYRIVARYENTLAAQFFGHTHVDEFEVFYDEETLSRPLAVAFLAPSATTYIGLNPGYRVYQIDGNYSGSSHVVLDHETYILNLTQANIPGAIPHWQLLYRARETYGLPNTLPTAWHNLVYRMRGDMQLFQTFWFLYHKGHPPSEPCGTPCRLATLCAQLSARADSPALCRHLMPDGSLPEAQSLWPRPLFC
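Steps: dispense placental human ASM, pin compound, wait 10 min at room temperature, add HMU-PC0 substrate at 9 uM final, incubate 60 min at 37 °C, add stop solution raising pH to 10, read fluorescence.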
Mito fusion yeast = mitochondrial division inhibition or fusion activation; AID 485298; hit rate 0.23% among 320,000; Potency, µM (highest dose often 46.1 µM), for inactives: top-dose growth rescue (activation), most hits filed as activators; S. cerevisiae fusion-defective mutant growth rescue, CellTiterGlo 48 h;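 further: potency means the concentration at half of the fitted maximal effect; % of control where 0% means no effect; nearly all actives have a fitted effect of over 45% in size; temperature-sensitive fusion mutants such as fzo1-1 at 37 °C on non-fermentable ethanol glycerol medium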
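S. cerevisiae fusion-defective temperature-sensitive mutants (e.g. fzo1-1, mgm1-5) grown 48 h at 37C in YPEG (ethanol/glycerol non-fermentable) medium with 23 nl compound per well; growth rescue read as CellTiterGlo luminescence.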
Eya2 inh = Eya2 (human) phosphatase inhibition | O00167 | recombinant Eya2, OMFP fluorescence dephosphorylation (OMFP is methylfluorescein phosphate) | Potency, µM (series often up to 76.9 µM), inactives show at the top dose activity, negative = inhibition, usual class: inhibitors | hit rate 0.006% among 330,000 | AID 488837; further: potency means the concentration at half of the fitted maximal effect; on the % scale 0 is the no-effect control and ±100 the full control effect
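Eya2 (0.2 uM) preincubated 10 min at ambient with compound, then OMFP substrate added at 50 uM; 10 min reaction in 50 mM HEPES pH 7.5, 50 mM NaCl, 5 uM MgCl2, 0.05% BSA, 1 mM DTT. Fluorescence read at Ex 485/Em 525 nm.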
TSHR antagonist = human thyrotropin receptor antagonism | hit rate 0.2% among 330,000 | TSHR-expressing cells, TSH-stimulated cAMP HTRF, 2 h; hits give low values | P16473 | AID 504810 | activity change, negative = inhibition, % at 11.5 µM;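 active means activity change below a set negative limit, meaning inhibition stronger than a set level, cut at about -70% in these data; inconclusive means activity change between two set negative limits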; further: on the % scale 0 is the no-effect control and ±100 the full control effect
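Freshly harvested TSHR cells receive pin-tooled compound, then EC80 TSH at 4nM final. After 2 hours at 37 deg C, antibody in lysis buffer and cAMP-d2 are added; 30 minutes at ambient temperature precede the HTRF read.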
Active calls of the source: *; [ ] = remark or other dose. Unless noted, the call rests on the fitted dose curve; in most records, active means well fitted curve in the direction sought with a large enough effect; inconclusive means small, poorly fitted or top-dose-only effect, or another doubt; inactive means no such curve, though single readings can be large; an effect the other way counts as inactive or inconclusive.

Results for CC(O)C(NS(=O)(=O)c1ccc(Cl)cc1)C(=O)OCC(=O)Nc1cccnc1Cl (centres undefined) ?
BCR signal inh: -1%; Integrin act MD: 0%; ELG1 DNA repair: 1%; Tb PFK block: -4%; A-T KAP1 phos: -1%; TCR activator: -3%[46.1 µM]; PTAP TSG101 blk: 1%; ASM inhibitor: 4%; Mito fusion yeast: -3%; Eya2 inh: 11%; TSHR antagonist: -2

What do the screens show for `N#C/C(C(=O)c1ccccc1)=C1/SC=C(N)N1c1ccccc1`?
BCR signal inh: inconclusive; ELG1 DNA repair: inconclusive; Tb PFK block: -1%; A-T KAP1 phos: -1%; Mito fusion yeast: 5%; Eya2 inh: 26%; TSHR antagonist: -14

Results for CCOC(=O)c1cnn(-c2ncnc3sc4c(c23)CCC4)c1N ?
BCR signal inh: -3%; Integrin act MD: 13%; ELG1 DNA repair: -11%; Tb PFK block: -5%; A-T KAP1 phos: 4%; PTAP TSG101 blk: -2%; ASM inhibitor: -1%; Mito fusion yeast: 1%; Eya2 inh: 14%; TSHR antagonist: -4

How did COc1ccc2[nH]c3c(c2c1)CCN1C(=O)C(CC(=O)NCc2ccc(OC)c(OC)c2)C[C@H](C(=O)N2CCOCC2)[C@@]31C (some centres undefined) do in these assays?
BCR signal inh: 1%; Integrin act MD: 10%; ELG1 DNA repair: inconclusive; Tb PFK block: -3%; A-T KAP1 phos: 10%; TCR activator: 0%[46.1 µM]; PTAP TSG101 blk: -3%; ASM inhibitor: 5%; Eya2 inh: 1%; TSHR antagonist: -5

How did Cc1oc2c(c1C(=O)Nc1cccc(C(=O)O)c1)CCCC2 do in these assays?
BCR signal inh: 3%; Integrin act MD: -11%; ELG1 DNA repair: inconclusive; Tb PFK block: 3%; A-T KAP1 phos: -2%; TCR activator: 8%; PTAP TSG101 blk: -5%; ASM inhibitor: 8%; Mito fusion yeast: 0%; Eya2 inh: 1%; TSHR antagonist: -9

What do the screens show for `C[C@H]1CC[C@@]2(O[C@@H](CCO)C[C@@H](O)[C@@H]2O)O1`?
BCR signal inh: -3%; Integrin act MD: 17%; ELG1 DNA repair: 9%; Tb PFK block: 0%; A-T KAP1 phos: 7%; TCR activator: 6%; PTAP TSG101 blk: -2%; ASM inhibitor: -7%; Mito fusion yeast: -1%; Eya2 inh: 17%; TSHR antagonist: 9

What do the screens show for `O=C(C1=COCCO1)N(Cc1nnc(-c2ccc(Cl)cc2)o1)C1CC1`?
BCR signal inh: 0%; Integrin act MD: 49%; ELG1 DNA repair: 11%; Tb PFK block: 2%; A-T KAP1 phos: 2%; TCR activator: -1%; PTAP TSG101 blk: -5%; ASM inhibitor: 10%; Mito fusion yeast: 0%; Eya2 inh: 7%; TSHR antagonist: -4

What do the screens show for `O=C(NCc1ccccn1)NC12CC3CC(CC(C3)C1)C2`?
BCR signal inh: inconclusive; Integrin act MD: 17%; ELG1 DNA repair: 7%; Tb PFK block: -5%; A-T KAP1 phos: -10%; TCR activator: 1%; PTAP TSG101 blk: 1%; ASM inhibitor: 1%; Mito fusion yeast: 1%; Eya2 inh: 7%; TSHR antagonist: -2

Results for Fc1ccc(CSc2ncnc3scc(-c4ccccc4)c23)cc1 ?
BCR signal inh: inconclusive; Integrin act MD: -16%; ELG1 DNA repair: -1%; Tb PFK block: -1%; A-T KAP1 phos: 9%; TCR activator: -5%; PTAP TSG101 blk: 1%; ASM inhibitor: -7%; Mito fusion yeast: 22%; Eya2 inh: 3%; TSHR antagonist: -15

How did COc1ccccc1N(CC(=O)NC1CCCC1)C(=O)c1csnn1 do in these assays?
BCR signal inh: inconclusive; Integrin act MD: 2%; ELG1 DNA repair: 17%; Tb PFK block: 0%; A-T KAP1 phos: -10%; TCR activator: -4%; PTAP TSG101 blk: -1%; ASM inhibitor: 0%; Mito fusion yeast: -4%; Eya2 inh: -5%; TSHR antagonist: 10

Results for COc1ccc(N2CCN(C(c3ccc4ncccc4c3)c3nnnn3C(C)C)CC2)cc1 (centres undefined) ?
BCR signal inh: -9%; Integrin act MD: 26%; ELG1 DNA repair: inconclusive; Tb PFK block: 1%; A-T KAP1 phos: -6%; TCR activator: 11%; PTAP TSG101 blk: -3%; ASM inhibitor: -1%; Mito fusion yeast: 7%; Eya2 inh: -3%; TSHR antagonist: 3

Results for O=S(=O)(Nc1ccc2c(c1)OCO2)c1ccc(Cl)cc1F ?
BCR signal inh: -3%; Integrin act MD: 17%; ELG1 DNA repair: 8%; Tb PFK block: -8%; A-T KAP1 phos: 5%; TCR activator: 14%; PTAP TSG101 blk: -7%; ASM inhibitor: 0%; Mito fusion yeast: 17%; Eya2 inh: 5%; TSHR antagonist: -14

Results for CN(c1ccccc1)c1nc(N)c([N+](=O)[O-])c(N2CCCCCC2)n1 ?
BCR signal inh: inconclusive; Integrin act MD: 6%; ELG1 DNA repair: -1%; Tb PFK block: 0%; A-T KAP1 phos: -1%; TCR activator: -7%; PTAP TSG101 blk: -2%; ASM inhibitor: -2%; Mito fusion yeast: -6%; Eya2 inh: 3%; TSHR antagonist: -17

What do the screens show for `COc1ccc(CC(NC(C)=O)C(=O)NC2CCN(c3c(Cc4ccccc4)c(C)nc4ncnn34)CC2)c(OC)c1` (centres undefined)?
BCR signal inh: inconclusive; Integrin act MD: 30%; ELG1 DNA repair: 4%; Tb PFK block: -7%; A-T KAP1 phos: -4%; TCR activator: -4%; PTAP TSG101 blk: 0%; ASM inhibitor: 2%; Mito fusion yeast: 6%; Eya2 inh: 2%; TSHR antagonist: -18

How did O=C(Nc1nc2ccccc2n1Cc1ccccc1)c1ccc(COc2ccccc2[N+](=O)[O-])o1 do in these assays?
BCR signal inh: 1%; Integrin act MD: 5%[7.66 µM]; ELG1 DNA repair: -11%; Tb PFK block: -11%; A-T KAP1 phos: 19%; PTAP TSG101 blk: 0%; ASM inhibitor: -10%; Mito fusion yeast: -2%; Eya2 inh: 9%; TSHR antagonist: 18

What do the screens show for `COc1cccc(-c2cc(C(=O)Nc3cccnc3Cl)no2)c1`?
BCR signal inh: -27%; Integrin act MD: inconclusive; ELG1 DNA repair: inconclusive; Tb PFK block: 5%; A-T KAP1 phos: 6%; TCR activator: 2%; PTAP TSG101 blk: -4%; ASM inhibitor: -1%; Mito fusion yeast: 2%; Eya2 inh: -12%; TSHR antagonist: -1

How did O=C(Nc1ccccc1)C(Cl)C(=O)c1ccccc1 (centres undefined) do in these assays?
BCR signal inh: inconclusive; Integrin act MD: 0%; ELG1 DNA repair: inconclusive; Tb PFK block: -4%; A-T KAP1 phos: inconclusive; TCR activator: 2%; PTAP TSG101 blk: -1%; ASM inhibitor: -2%; Mito fusion yeast: -2%; Eya2 inh: 3%; TSHR antagonist: 20

Results for NS(=O)(=O)c1ccc(CNC(=O)NC23CC4CC(CC(C4)C2)C3)cc1 ?
BCR signal inh: 10%; Integrin act MD: -29%[7.66 µM]; ELG1 DNA repair: 0%; Tb PFK block: 0%; A-T KAP1 phos: -2%; PTAP TSG101 blk: -4%; ASM inhibitor: 3%; Mito fusion yeast: 2%; Eya2 inh: -4%; TSHR antagonist: -8

What do the screens show for `CC1CC(N(C(=O)c2ccco2)c2ccccc2)c2ccccc2N1C(=O)c1ccco1` (centres undefined)?
BCR signal inh: inconclusive; Integrin act MD: -5%; ELG1 DNA repair: inconclusive; Tb PFK block: -1%; A-T KAP1 phos: 5%; TCR activator: 13%; PTAP TSG101 blk: -3%; ASM inhibitor: 7%; Mito fusion yeast: 17%; Eya2 inh: -4%; TSHR antagonist: -5

How did COC(=O)c1cc(OC)c(OC)cc1NC(=O)c1c(-c2ccccc2)noc1C do in these assays?
BCR signal inh: 7%; Integrin act MD: -7%; ELG1 DNA repair: inconclusive; Tb PFK block: 1%; A-T KAP1 phos: 20%; TCR activator: 0%; PTAP TSG101 blk: -13%; ASM inhibitor: -2%; Mito fusion yeast: 18%; Eya2 inh: 14%; TSHR antagonist: 2

Hits appear at their usual frequency, and some 3.2% of all compounds hit somewhere here.
